GPR7 antagonist – blocks human GPR7 receptor signaling. P48145. GPR7-expressing cells, fluorescence antagonist assay. inhibition, % at 4.4 µM. actives 1.1% (n = 290,000); in the data active = inhibition above about 16%, passing the limit was not always enough;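 note: cells stimulated with the agonist NPW; 0% = agonist with vehicle and 100% = vehicle without agonist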
IMP-1 inhibitor – blocks Pseudomonas aeruginosa IMP-1 metallo-beta-lactamase; inhibition, % at 5.6 µM; purified IMP-1, nitrocefin hydrolysis, epi-absorbance fluorescence; actives 0.45% (n = 290,000); AID 1556;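 active = inhibition above the mean plus 3 SD of all compounds in the same screening run, cut at about 4.5% in these data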;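 note: 0% = IMP-1 with DMSO and 100% = DMSO wells lacking enzyme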
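System: Purified IMP-1 | Read-out basis: Percent enzyme inhibition | Controls: IMP-1 with DMSO as 0%, enzyme-free DMSO as 100% | Replicates: One well per compound | Doses: 5.6 µM nominal single concentration | Detection: Epi-absorbance fluorescence, 480 nm excitation, 530 nm emission | Incubation: 25 °C, 15 min preincubation, 25 min reaction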
GalR3 antag – human GalR3 antagonism. O60755. HEK293 GalR3-CNG cAMP membrane potential fluorescence; galR3 body fused to GalR1 C-terminus. inhibition, % at 3 µM. actives 0.44% (n = 360,000). AID 651719;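 active = inhibition above the screen-wide average plus 3 SD, cut at about 13% in these data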;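 note: forskolin and galanin both at EC90 stimulate the cells; cAMP rise reported by CNG channel membrane potential dye signal; 0% = forskolin plus galanin with DMSO and 100% = forskolin alone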
Target sequence (O60755 1-299 limits assumed): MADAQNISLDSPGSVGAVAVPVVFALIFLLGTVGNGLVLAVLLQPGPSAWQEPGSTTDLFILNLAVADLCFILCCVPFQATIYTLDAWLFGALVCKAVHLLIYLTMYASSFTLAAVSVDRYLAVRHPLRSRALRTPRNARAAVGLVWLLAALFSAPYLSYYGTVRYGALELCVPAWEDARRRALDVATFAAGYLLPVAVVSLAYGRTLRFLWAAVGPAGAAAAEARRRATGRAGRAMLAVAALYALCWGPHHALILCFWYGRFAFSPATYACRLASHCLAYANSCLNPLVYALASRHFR
NS3 helicase inh – HCV NS3 helicase inhibition. NS3 helicase DNA unwinding, Cy5 molecular beacon fluorescence. inhibition, % at 10.9 µM. actives 0.56% (n = 290,000). AID 1800;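 active = inhibition above the mean of all tested compounds plus 3 SD, set per campaign, cut at about 35% in these data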;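 note: 0% = DMSO wells and 100% = thioflavine S control wells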
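Test system: hepatitis C virus NS3 helicase domain fragment enzyme. Also added: annealed dual-labelled DNA beacon duplex, ATP-started. Timing: 60 min unwinding reaction at 25 °C after ATP addition. Technique: Cy5 fluorescence. Measure: % inhibition of unwinding.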
OXTR agonist – agonists of human oxytocin receptor | actives 0.32% (n = 320,000) | CHO-OTR cells, Fluo-8 calcium fluorescence; normalized: DMSO 0%, oxytocin 100% | P30559 | activation, % at 3 µM;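 active = activation above the mean of all tested compounds plus 3 SD, cutoff set per screening run, cut at about 20% in these data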;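 note: peak over basal fluorescence ratio from a 100 s FLIPR kinetic read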
V1aR counter – V1a receptor agonism, counter-screen for OXTR agonists; CHO-V1R cells, Fluo-8 calcium fluorescence, agonist mode; 0% DMSO, 100% 3 nM vasopressin; activation, % at 3 µM; actives 0.25% (n = 320,000); AID 2797;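 active = activation above the mean activation of all tested compounds plus 3 SD, per screening run, cut at about 20% in these data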;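 note: signal is peak over basal fluorescence ratio across a 100 second FLIPR read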
Target sequence (P37288 whole entry, looked up): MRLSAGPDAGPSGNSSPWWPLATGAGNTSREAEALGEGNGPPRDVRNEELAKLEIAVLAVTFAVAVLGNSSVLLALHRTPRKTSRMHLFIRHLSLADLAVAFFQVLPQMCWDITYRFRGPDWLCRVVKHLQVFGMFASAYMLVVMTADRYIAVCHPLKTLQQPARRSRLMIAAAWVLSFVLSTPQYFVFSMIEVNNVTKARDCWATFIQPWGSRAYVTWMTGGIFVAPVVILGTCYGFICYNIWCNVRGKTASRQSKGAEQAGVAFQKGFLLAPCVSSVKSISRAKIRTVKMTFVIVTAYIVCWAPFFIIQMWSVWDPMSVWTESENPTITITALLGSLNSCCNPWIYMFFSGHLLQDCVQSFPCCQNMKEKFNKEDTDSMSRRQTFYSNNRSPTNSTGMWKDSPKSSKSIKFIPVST
VIM-2 inh – blocks Pseudomonas aeruginosa VIM-2 metallo-beta-lactamase | purified VIM-2, nitrocefin hydrolysis, epi-absorbance fluorescence | actives 0.89% (n = 290,000) | AID 1527 | inhibition, % at 5.6 µM;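 active = inhibition above the mean of all tested compounds plus 3 SD, cutoff set per screening run, cut at about 7.5% in these data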;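 note: red hydrolysis product quenches plate fluorescence so inhibitors raise well fluorescence; 0% = enzyme with DMSO and 100% = DMSO without enzyme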
PHOSPHO1 inh – blocks human PHOSPHO1 phosphatase activity; Q8TCT1; recombinant PHOSPHO1, absorbance phosphatase assay; inhibition, % at 13.3 µM; actives 1.1% (n = 290,000); AID 1565; in the data active = inhibition above about 60%
Target sequence (Q8TCT1 whole entry, looked up): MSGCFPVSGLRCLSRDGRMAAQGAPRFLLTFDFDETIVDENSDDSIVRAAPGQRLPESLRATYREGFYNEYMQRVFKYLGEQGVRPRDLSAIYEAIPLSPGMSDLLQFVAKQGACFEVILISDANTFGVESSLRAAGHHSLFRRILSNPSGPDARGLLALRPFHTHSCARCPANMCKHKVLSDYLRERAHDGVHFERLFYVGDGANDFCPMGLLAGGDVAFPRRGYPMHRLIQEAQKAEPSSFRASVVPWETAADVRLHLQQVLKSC
FID counter – displaces DNA intercalator in HCV helicase counter-screen. DNA fluorescent intercalator displacement, fluorescence. inhibition, % at 7.9 µM. actives 0.17% (n = 290,000); in the data active = inhibition above about 37%;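 note: 0% = vehicle and 100% = reference compound; higher means more ethidium bromide displaced from hairpin DNA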
* marks the source's active call; other numbers are inactive results; . = not tested or not shown. Outcome played no part in choosing rows; about 4.3% have a hit in one of these screens.

SMILES	GPR7 antagonist	IMP-1 inhibitor	GalR3 antag	NS3 helicase inh	OXTR agonist	V1aR counter	VIM-2 inh	PHOSPHO1 inh	FID counter
Cc1ccc(C)c(OCCC(=O)OCC(=O)NCc2ccc(F)cc2)c1	-3.0	-2.9	-3.9	1.8	-0.4	0.9	-0.9	1.0	-29.2
NC(=O)C(Cc1ccccc1)NC(=O)C12CC3CC(CC(C3)C1)C2 (stereo not given)	-9.1	-3.2	1.5	5.9	-0.5	0.6	-2.6	24.1	-21.6
O=C(CN1C(=O)NC2(CCc3ccccc32)C1=O)Nc1ccc(N2CCOCC2)cc1 (stereo not given)	-2.8	-6.0	-5.0	0.0	0.2	0.0	-4.6	4.1	-4.2
Cc1ccccc1-c1cc(C(=O)Nc2sc(C(=O)OC(C)C)c(C)c2C#N)c2ccccc2n1	-13.8	-2.1	71.5*	10.5	21.1*	12.6	-1.2	39.6	-1.5
O=C(CSc1nc(-c2ccco2)cc(C(F)(F)F)n1)N1CCc2ccccc2C1	-10.3	-2.3	-2.8	3.5	-1.9	0.6	-3.1	0.2	-3.3
O=C(COC(=O)CNS(=O)(=O)/C=C/c1ccccc1)NC1CCS(=O)(=O)C1 (stereo not given)	-2.7	0.1	4.3	-1.1	0.2	0.0	-2.1	-23.4	-1.7
Cc1ccc(OCC(=O)N2CCc3ccccc32)c([N+](=O)[O-])n1	-4.9	-1.5	1.0	5.2	-1.1	-0.9	-4.7	-131.1	2.7
COc1ccc(NC(=O)NC2(C(=O)N3CCN(C)CC3)CCCCC2)cc1	-6.2	-1.0	-4.7	-8.8	1.1	-0.3	-0.2	9.6	3.0
O=C(NC(=S)NC(CO)Cc1ccccc1)c1ccc(F)cc1 (stereo not given)	-15.9	1.8	-5.0	5.3	-1.0	-0.5	-1.2	43.1	-19.5
CCCSc1nc(N2CCCC2)c2c(c1C#N)CC(C)(C)OC2	-7.7	1.4	-2.8	3.7	-0.9	0.6	-1.0	4.7	0.1
CCN(CC)C(=O)N1CCN(S(=O)(=O)c2ccccc2)CC1	-5.0	-2.4	-3.2	16.3	1.6	0.3	-1.6	-3.0	-5.6
C/C(=N\Nc1ccccn1)c1ccc(S(=O)(=O)NCc2ccco2)cc1	-1.1	-2.4	-3.1	1.9	0.7	3.9	-2.9	-0.5	-3.8
Cc1cc(NC(=O)CSc2nnnn2Cc2ccccc2)no1	5.2	1.1	-7.7	-4.0	0.8	-0.2	-5.6	-29.1	-6.8
CCOc1ccc(-c2[nH]nc3c2C(c2ccc4c(c2)OCO4)C(C#N)=C(N)O3)cc1OC (stereo not given)	16.9	-4.1	0.5	-5.9	-1.6	0.3	-1.7	5.4	-18.7
O=C(NC(=O)C(F)(F)F)Nc1ccc(S(=O)(=O)Nc2nccs2)cc1	-7.9	-2.7	-11.2	-9.8	0.5	1.9	0.9	25.3	1.7
COc1ccc(-n2nc3c(N4CCC(C(=O)NCc5ccccc5C)CC4)nnc(C)c3c2C)cc1	-4.4	10.6*	.	-25.9	-1.8	-0.3	3.3	27.6	18.2
Cc1cc(C)nc(NC(=O)CSc2nc3cc(Cl)ccc3s2)n1	0.8	-3.6	7.5	4.5	-0.8	-0.9	-5.9	25.2	-4.8
O=C(CSc1nnc(-c2c[nH]c3ccccc23)o1)N1c2ccccc2CCc2ccccc21	8.7	-4.4	-6.6	-6.6	1.2	0.9	-3.6	-13.7	-6.9
CCS(=O)(=O)C1=NSC2=NC(=O)/C(=C\c3ccc(OC(=O)c4ccco4)cc3)C(=N)N21	7.9	-2.5	1.9	14.5	-0.5	0.2	-3.1	39.5	-13.4
COc1cc(C(=O)Nc2ccc(S(=O)(=O)Nc3onc(C)c3C)cc2)cc(OC)c1OC	-0.9	-1.5	-1.7	1.4	-0.3	0.7	-3.1	-5.3	-39.9
COc1cccc(-n2c(SCC(=O)N3CCOCC3)nnc2-c2c[nH]c3ccccc23)c1	-3.3	-2.3	.	-5.7	-0.8	0.0	-2.9	0.7	-35.0
O=CNNC(=O)c1cccc([N+](=O)[O-])c1	-0.4	-3.6	9.8	-11.3	0.4	0.1	-3.2	-5.8	1.5
CC(=O)Nc1ccc(-c2nnn(CC(=O)c3ccccc3)n2)cc1Cl	-0.1	-2.7	0.4	-4.8	1.1	1.9	-1.8	16.3	-18.8
O=C(CCCN1C(=O)S/C(=C/C=C/c2ccccc2)C1=O)Nc1ccc(C(=O)O)cc1	-7.6	-3.3	-2.0	1.0	-0.5	0.6	-2.0	-5.7	-37.9
Fc1ccc(OCc2nc(-c3ccc(Br)o3)no2)c(F)c1	-4.2	-2.9	3.6	-3.3	-1.3	-1.7	-0.6	-11.0	-0.9
Cc1cccc(NC(=O)c2snc3c(=O)[nH]cnc23)c1	-9.8	-2.9	.	2.6	.	.	-3.1	-3.5	3.8
Cc1ccccc1CNC(=O)Cn1ccc2cc(S(=O)(=O)N3CCCCCC3)ccc21	2.9	-4.0	-8.7	-17.6	2.6	7.3	-2.7	29.0	-27.5
Cc1ccccc1N(C(=O)Cc1ccsc1)C(C(=O)NC1CCCCC1)c1ccc(F)cc1 (stereo not given)	-9.0	-6.1	-2.0	0.5	2.7	1.1	-0.6	3.4	5.8
CN(C)c1ccc(NC(=O)Cn2cc3c(n2)CCCC3)cc1	-11.7	-2.4	-1.3	-0.7	-1.0	-0.4	-2.1	16.5	1.1
Cc1csc(NC(=O)CSc2nc3[nH]ncc3c(=O)[nH]2)n1	-2.3	-0.3	-6.5	0.1	-0.2	0.1	-2.3	32.2	-9.2
CCC(C)(C)NC(=O)C(c1ccccn1)N(C(=O)c1csnn1)c1ccccc1 (stereo not given)	-8.1	-3.0	-3.0	6.3	-0.4	-0.5	-1.8	38.7	-12.1
Cc1ccc(-n2nc3c(N4CCC(C(=O)NCc5cccc(F)c5)CC4)nnc(C)c3c2C)cc1	-3.0	-0.7	.	-34.5	-2.4	-0.4	1.0	1.2	16.4
COCCn1cnc2c1c(=O)n(Cc1ccc(Br)cc1)c(=O)n2Cc1ccccc1	-3.2	-1.1	-8.0	-28.0	0.1	-0.2	-2.8	28.0	-31.6
O=C(NNC(=O)c1cc2cc(OC(F)(F)F)ccc2[nH]1)c1ccc(Cl)cc1	-18.2	-2.7	-0.3	3.0	-0.4	0.8	-4.1	23.1	-3.5
CCC(=O)N1CCc2cc(S(=O)(=O)NC(C(=O)NCc3ccc(F)cc3)C(C)C)ccc21 (stereo not given)	9.4	0.1	-5.1	-7.9	-1.1	0.3	-0.6	40.8	-15.4
O=C(C[n+]1ccc(Cc2ccccc2)cc1)Nc1ccc([N+](=O)[O-])cc1Cl	-5.3	-3.3	-5.6	-36.5	0.9	0.9	0.0	-14.7	17.0
Nc1ccc(NC(=O)NC2CCCCC2)cc1	6.9	-2.6	0.5	-8.3	-1.4	-0.3	-2.3	6.4	7.2
COc1ccccc1N1CCN(C2CCN(C(=O)c3cc(OC)c(OC)c(OC)c3)CC2)CC1	-1.8	-2.1	-4.5	-0.3	0.2	-0.6	-1.1	-14.2	-1.4
COc1ccc(S(=O)(=O)NNC(=O)c2cc3cc4ccccc4nc3s2)cc1	-11.2	-2.0	-3.3	-2.7	-1.2	-0.3	-1.3	-15.0	-12.9
Cc1cccc(OCC(=O)Nc2c3c(nn2C(C)(C)C)CS(=O)(=O)C3)c1	-7.4	-2.6	0.3	5.6	-0.7	0.7	0.2	33.4	-9.1
N#Cc1nc(COc2ccccc2)oc1N1CCOCC1	-6.9	-2.0	-2.6	-17.6	0.1	0.8	-2.2	-10.2	-3.6
CCOC(=O)c1c(C)[nH]c(C)c1C(=O)CSc1nc2ccccc2n1CC	-4.5	-2.5	0.6	-15.4	1.0	1.4	0.4	-1.3	-24.7
Cc1nn2c(=O)nc3sc4c(c3c2[nH]c1=O)CCCC4	-4.2	-2.6	.	-1.8	0.4	1.9	-3.8	.	4.9
COc1ccccc1-c1nn2c(C(F)(F)F)nnc2s1	9.6	0.1	-1.4	7.5	-1.6	-0.4	2.5	16.7	-0.9
CCc1ccc(S(=O)(=O)Nc2cc3c(cc2C)n(C)c(=O)n3C)cc1	12.0	-1.6	-4.5	15.6	5.4	11.4	-2.4	18.5	-34.2
COc1cccc(NC(=O)N2CCN(C(=O)C(Cc3ccc(OC)c(OC)c3)NC(C)=O)CC2)c1 (stereo not given)	8.9	-2.7	.	0.1	0.1	0.7	-2.5	5.7	-12.4
CCC(Sc1nc2ccccc2[nH]1)C(=O)Nc1cc(C)on1 (stereo not given)	-5.2	-1.8	-2.2	-0.7	-0.1	-0.4	-2.4	-22.6	-3.6
O=C(O)c1ccc2cc[nH]c2c1	-13.4	-3.3	-2.9	4.9	0.6	0.2	-2.4	1.2	-5.9

Part of the list above in order of molecular weight, low to high.
SMILES	GPR7 antagonist	IMP-1 inhibitor	GalR3 antag	NS3 helicase inh	OXTR agonist	V1aR counter	VIM-2 inh	PHOSPHO1 inh	FID counter
O=C(O)c1ccc2cc[nH]c2c1	-13.4	-3.3	-2.9	4.9	0.6	0.2	-2.4	1.2	-5.9
N#Cc1nc(COc2ccccc2)oc1N1CCOCC1	-6.9	-2.0	-2.6	-17.6	0.1	0.8	-2.2	-10.2	-3.6
CCC(Sc1nc2ccccc2[nH]1)C(=O)Nc1cc(C)on1 (stereo not given)	-5.2	-1.8	-2.2	-0.7	-0.1	-0.4	-2.4	-22.6	-3.6
O=C(C[n+]1ccc(Cc2ccccc2)cc1)Nc1ccc([N+](=O)[O-])cc1Cl	-5.3	-3.3	-5.6	-36.5	0.9	0.9	0.0	-14.7	17.0
CCOC(=O)c1c(C)[nH]c(C)c1C(=O)CSc1nc2ccccc2n1CC	-4.5	-2.5	0.6	-15.4	1.0	1.4	0.4	-1.3	-24.7
CCC(C)(C)NC(=O)C(c1ccccn1)N(C(=O)c1csnn1)c1ccccc1 (stereo not given)	-8.1	-3.0	-3.0	6.3	-0.4	-0.5	-1.8	38.7	-12.1
COc1ccccc1N1CCN(C2CCN(C(=O)c3cc(OC)c(OC)c(OC)c3)CC2)CC1	-1.8	-2.1	-4.5	-0.3	0.2	-0.6	-1.1	-14.2	-1.4
Cc1ccc(-n2nc3c(N4CCC(C(=O)NCc5cccc(F)c5)CC4)nnc(C)c3c2C)cc1	-3.0	-0.7	.	-34.5	-2.4	-0.4	1.0	1.2	16.4
COc1cccc(NC(=O)N2CCN(C(=O)C(Cc3ccc(OC)c(OC)c3)NC(C)=O)CC2)c1 (stereo not given)	8.9	-2.7	.	0.1	0.1	0.7	-2.5	5.7	-12.4

Bioassay records: PubChem BioAssay, several laboratories
